ALOX12 inh: blocks human arachidonate 12S-lipoxygenase. P18054. purified 12hLO, xylenol orange hydroperoxide absorbance. Potency, µM (top dose mostly 108 µM), for inactives: top-dose activity change, negative = inhibition, actives largely listed as inhibitors. actives 1.1% (n = 580,000). AID 1671190; active = well fitted inhibition curve with a large enough effect; inconclusive = small, poorly fitted or top-dose-only effect, or another doubt; inactive = no such curve, though single readings can be large or run the other way
Target sequence (P18054 whole entry, looked up): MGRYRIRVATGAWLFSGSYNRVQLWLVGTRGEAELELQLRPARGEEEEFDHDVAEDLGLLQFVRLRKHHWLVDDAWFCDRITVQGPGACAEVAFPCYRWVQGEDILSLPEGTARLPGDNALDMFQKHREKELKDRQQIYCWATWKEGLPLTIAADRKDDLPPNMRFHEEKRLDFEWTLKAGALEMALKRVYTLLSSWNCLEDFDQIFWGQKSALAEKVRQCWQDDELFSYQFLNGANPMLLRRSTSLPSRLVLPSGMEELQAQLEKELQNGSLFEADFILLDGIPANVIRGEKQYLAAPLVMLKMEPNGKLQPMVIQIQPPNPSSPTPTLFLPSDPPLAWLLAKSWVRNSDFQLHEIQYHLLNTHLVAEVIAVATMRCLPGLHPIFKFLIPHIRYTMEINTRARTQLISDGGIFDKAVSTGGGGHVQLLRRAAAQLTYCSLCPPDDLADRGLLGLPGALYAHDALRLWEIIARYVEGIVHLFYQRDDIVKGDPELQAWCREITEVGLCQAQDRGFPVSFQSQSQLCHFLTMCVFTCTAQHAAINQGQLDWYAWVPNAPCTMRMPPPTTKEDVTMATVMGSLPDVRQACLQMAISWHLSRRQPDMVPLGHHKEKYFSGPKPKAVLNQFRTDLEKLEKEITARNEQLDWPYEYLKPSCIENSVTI
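Purified human 12hLO (150 nM final) in 25 mM Hepes, 0.01% Triton X-100, pH 7.0 was preincubated 15 min at room temperature with compound. Then 40 uM arachidonic acid was added, 30 min. Hydroperoxide was read by Fe-XO absorbance ratio 573/405 nm.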
* hit, by the source's call; ? = inconclusive; [ ] = remark or other dose. % is set by controls: 0 for no effect and ±100 for the full control effect; potency is the fitted concentration of half-maximal effect. Only part of the results is shown. The share of hits here may be higher or lower than overall.

SMILES	ALOX12 inh
CN1CC2(CCN(C(=O)NC(C)(C)C)CC2)CC1C(=O)N1CCOCC1 (centres undefined)	41%[activator]
Cc1cn2c(=O)c3ncn(C4OC(CO)C(O)C4O)c3n(C)c2n1 (centres undefined)	-3%
Cc1nc(CCNC(=O)C2CCCCC2)no1	11%
O=C(NCc1ccc(F)cc1F)C1CCN(C(=O)c2ncn3c2COC(c2ccccc2)C3)CC1 (centres undefined)	5%
Cc1cc(C)cc(C(=O)N2CCC(CC(=O)NCc3ccccc3)C2)c1 (centres undefined)	28%
NCCc1noc(-c2ccccc2)n1	35%[activator]
CCN1c2cc(C(=O)Nc3ccc(C(=O)OC)cc3)ccc2C(=O)N2CCCC21 (centres undefined)	9%
CCC1=C(C(=O)OC)C(c2cccc(F)c2)N2C(CC(=O)NCc3cccc(F)c3)=CSC2=N1 (centres undefined)	12%
CCCOc1nccnc1NC1CCN(S(=O)(=O)C2CC2)CC1	21%
Cc1nc(C2CCCN(C(=O)CCCN)C2)cc(N2CCOCC2)n1 (centres undefined)	?
Cc1cnc(-n2ncc(C(=O)NCc3cccnc3)c2C)nc1-c1ccc(F)cc1	4%
CC(=O)Nc1ccc(C2(C(=O)N3CCC(N4CCCCC4)CC3)CCCCC2)cc1	17%
O=C(CN(CC(=O)NCc1ccccc1)CC(=O)NCc1ccccc1)NCc1ccccc1	?
Nc1nc(C2CC(O)C2)cc(N2CCCN(Cc3ccccn3)CC2)n1 (centres undefined)	101%[activator]
CC(=O)N1CCC2(CC1)OC(=O)N(Cc1ccccc1)C2(C)c1ccccc1 (centres undefined)	-5%[176 µM]
Nc1[nH]c(C(=O)c2ccc(Br)cc2)c(-c2cccc3ccccc23)c1C(=O)NCCc1c[nH]c2ccccc12	-18%
COCCN1Cc2[nH]nc(-c3cc(OC)ccc3OC)c2CC1=O	-18%[176 µM]
Cc1nn(C)c(C)c1CCC(=O)N1CCN(c2ccc(C#N)cc2)C(=O)C1	10%
CC(C)c1noc(-c2cccn3c(CNC(=O)CC4CCCCC4)nnc23)n1	3%
COCC(=O)N[C@H]1CC[C@]2(C)CC[C@@H]([C@H](C)C(=O)NCc3cccs3)[C@H](O)[C@H]2[C@@H]1C	-8%
CCN1C(=O)C2(CCN(S(=O)(=O)c3ccc4c(c3)OCCO4)CC2)c2ccccc21	6%
COCC(=O)N1CCCn2cc(-c3cccc(C#N)c3)nc21	26%
CCN(CC)C(=O)N1CCCCCCNC(=O)[C@@H]2C[C@@H](c3nc(-c4cccnc4)no3)C[C@@H]21	60%[activator]
O=C(CN1CC2CC(C1)[C@H]1CCCC(=O)N1C2)NCc1cccs1 (some centres undefined)	-9%
Cn1cc(CN[C@H]2[C@H](O)[C@H](O)C[C@@H]2c2cccnc2)cn1	10%[176 µM]
COc1cccc(CN2CCCC(NC(=O)Nc3ccccc3OC)C2)c1 (centres undefined)	40%[activator]
CC(C)Oc1ccc(-c2noc(-c3nnn4c3COC(c3ccc(F)cc3)C4)n2)cc1 (centres undefined)	49%[activator]
Cc1cnc(C(=O)NCCc2ncc(C)n2C2CCC2)cn1	90%[activator]
COc1cc(C(=O)N2CCC(Cc3nc(-c4ccc(F)cc4)no3)CC2)cc(OC)c1OC	16%
Cc1ncoc1C(=O)N1CCCCCNC(=O)[C@@H]2CCC[C@@H]21	28%
Cc1nc(C(C)C)ncc1C(=O)N1CCN(C)C2(CCNC(=O)CC2)C1 (centres undefined)	28%
CN(C(=O)c1cc(F)ccc1Cl)C1CCc2nn(C)c(=O)n2CC1 (centres undefined)	12%
O=C(c1ncn[nH]1)N1CCN(Cc2cn(-c3ccccc3)nn2)CC1	13%
CCOCC(=O)N1c2ccccc2CC1c1noc(C(C)C)n1 (centres undefined)	18%
CN(C(=O)CCc1nc2ccccc2[nH]1)C1CCc2nn(C)c(=O)n2CC1 (centres undefined)	34%
CN(C)c1cc(N2CCCC(NS(=O)(=O)C3CC3)C2)ncn1 (centres undefined)	31%[activator]
CCN(CC)Cc1cnc2c(C(=O)N3CCCC(CCCO)C3)cnn2c1 (centres undefined)	39%[activator]
O=C(Cc1c[nH]c(=O)[nH]c1=O)NC(c1cnc2ccccc2c1)C1CC(O)C1 (centres undefined)	7%
COCCCNC(=O)CN1CCCc2nc(-c3ccncc3)ncc2C1=O	27%
CCOc1ccc(NC(=O)c2ccc3c(c2)N(C)C2CCCCN2C3=O)cc1 (centres undefined)	4%
COc1ccc(CCN2Cc3cc(NC(=O)c4ccc(F)cc4F)ccc3OC(C)C2=O)cc1 (centres undefined)	45%[activator]
Cc1ccc(C(=O)N2CCC(Cc3nc(-c4ccccc4)no3)CC2)c(C)c1	4%
O=C(Cn1nc2c(cc1=O)CCCC2)NCC1CCOCC1	51%[activator]
Clc1ccc(CN2CCOC[C@H](Oc3ccccc3)C2)cc1	5%[176 µM]
CN(CC#CC1=CCCCC1)/C(N)=N/C(=O)OCc1ccccc1	-53%
COc1ccc(NC(=O)O[C@@H]2CO[C@H]3[C@@H]2OC[C@@H]3Nc2nccc(-c3cccc(C#N)c3)n2)cc1	3%
Cc1ccc(C(=O)N2CCC(Oc3ccc(C(=O)N(C)C)cn3)CC2)cc1F	?
CC(C)NC(=O)N1Cc2[nH]cnc2C[C@H]1C(=O)NCc1ccc(Cl)cc1	-17%[176 µM]
c1ccc2c(N3CCN(Cc4cc5n(n4)CCNC5)CC3)nsc2c1	14%
Cc1cc(S(=O)(=O)N(C)CC2CCOC2)ccc1F (centres undefined)	51%[activator]
CC(=O)Nc1cccc(-c2nc(-c3nnn4c3COC(c3ccc(C)cc3)C4)no2)c1 (centres undefined)	4%
COc1ccc(C2=CC(=O)CC(C)(C)C2=O)cc1	-3%
COCc1cc(C[C@@H]2CC[C@H](O)[C@@H](CNC(=O)Nc3ccccc3)O2)no1	25%[176 µM]
COc1cc(C(=O)N2CCCN(C)c3ccccc32)cc(OC)c1OC	6%
CC(C)(C)CC(=O)Nc1ccc2c(N3CCOCC3)ncnc2c1	45%[activator]
COCc1cc(=O)[nH]c(N2CCCC2)n1	22%
CN1[C@@H](CCC(=O)NCc2ccco2)CNC(=O)[C@@H]2[C@H]1CCN2Cc1nc2ccccc2n1C	57%[activator]
Cc1ccc(NC(=O)Cn2c(-c3ccc(Cl)cc3)nc(C)c(CCO)c2=O)c(C)c1	?
CC(C)C(=O)N[C@H]1C[C@@H](Cc2cc(CN3CCOCC3)on2)C1(C)C	2%[176 µM]
O=C(c1ccc(F)cc1)N1CCC2(CC1)NCc1ccccc1NC2=O	?

Arranged by formula weight (low to high): part of the list above
SMILES	ALOX12 inh
Clc1ccc(CN2CCOC[C@H](Oc3ccccc3)C2)cc1	5%[176 µM]
CC(C)(C)CC(=O)Nc1ccc2c(N3CCOCC3)ncnc2c1	45%[activator]
Cc1cn2c(=O)c3ncn(C4OC(CO)C(O)C4O)c3n(C)c2n1 (centres undefined)	-3%
O=C(CN1CC2CC(C1)[C@H]1CCCC(=O)N1C2)NCc1cccs1 (some centres undefined)	-9%
O=C(c1ccc(F)cc1)N1CCC2(CC1)NCc1ccccc1NC2=O	?
Nc1nc(C2CC(O)C2)cc(N2CCCN(Cc3ccccn3)CC2)n1 (centres undefined)	101%[activator]
CC(=O)Nc1ccc(C2(C(=O)N3CCC(N4CCCCC4)CC3)CCCCC2)cc1	17%

(list continues)
SMILES	ALOX12 inh
COc1ccc2c(c1)CN(C1CCOCC1)CC[C@H]1COC(=O)N21	24%[176 µM]
Cc1cccc(C(=O)N2CCCCCCN(C)C(=O)[C@@H]3CCC[C@@H]32)c1	30%
COc1ccc(C2(C(=O)N3CCC4(CC3)CC(N3CCCCC3)CCO4)CC2)cc1 (centres undefined)	?
OCc1cccc(-c2cc(-c3ccncc3)c3cncn3c2)c1	52%[activator][176 µM]
Cc1cc(C)n(CC2(Cn3cc(C4CCCNC4)nn3)CC2)n1 (centres undefined)	14µM*
O=C(c1ccccc1)N1CCN2C(=O)N(Cc3ccc(F)cc3)C[C@H]2C1	22%[176 µM]
CCCC(=O)N1Cc2ccccc2CC2(CCCN(CCC)C2)C1 (centres undefined)	11%[6.33 µM]
O=C(Nc1cccc(F)c1)N1Cc2[nH]cnc2C[C@H]1c1nc(-c2ccc(C(F)(F)F)cc2)no1	38%[activator]
Cc1noc(C)c1Cc1c(C(=O)NCC23CCC=C2N(C)C(=O)CC3)noc1C (centres undefined)	8%
COc1ccc2c(c1)CCc1c-2n[nH]c1C(=O)N1CCc2nc3cc[nH]n3c(=O)c2C1	34%
N#Cc1cccc(C(=O)Nc2ccc([C@H]3OCC(=O)N(C4CCOCC4)[C@@H]3CO)cc2)c1	10%
N#Cc1cccc(C(=O)N2CCC3(CC2)CC(Cc2ccc(F)cc2)CCO3)c1 (centres undefined)	-12%
O=C(Nc1ccc(C(F)(F)F)cc1)N1CCCC(Cn2cnc3cccnc32)C1 (centres undefined)	65%[activator]
O=C(NCCc1ccccc1Cl)[C@@H]1CCCN1C(=O)[C@H](Cc1cccnc1)NC(=O)N1CCOCC1	-4%
COCc1ccc2c(c1)c(OC(C)(C)C(=O)NC1CC1)nn2Cc1ccccc1	21%[176 µM]
Cc1ccc(C)c(NC(=O)Cn2ccn3nc4c(c3c2=O)CCCCC4)c1	-25%
O=C(NC1CCCC1)[C@@H]1CCCN1C(=O)[C@@H](NC(=O)N1CCOCC1)C1CCCCC1	-16%
O=C(NCCC1CCN(C(=O)Nc2cccc(F)c2)CC1)c1ccccc1	13%
CN1[C@H]2CC[C@H]1CC(OC(=O)c1c[nH]c3ccccc13)C2 (some centres undefined)	-23%[57.4 µM]
NC1CCCCN(Cc2cc(-c3ccccc3OC(F)(F)F)no2)C1 (centres undefined)	?

An excerpt of these results, bar-delimited.
Compound | ALOX12 inh
Cc1noc(C)c1Cc1c(C(=O)NCC23CCC=C2N(C)C(=O)CC3)noc1C (centres undefined) | 8%
COc1ccc2c(c1)CCc1c-2n[nH]c1C(=O)N1CCc2nc3cc[nH]n3c(=O)c2C1 | 34%
N#Cc1cccc(C(=O)Nc2ccc([C@H]3OCC(=O)N(C4CCOCC4)[C@@H]3CO)cc2)c1 | 10%
N#Cc1cccc(C(=O)N2CCC3(CC2)CC(Cc2ccc(F)cc2)CCO3)c1 (centres undefined) | -12%
O=C(Nc1ccc(C(F)(F)F)cc1)N1CCCC(Cn2cnc3cccnc32)C1 (centres undefined) | 65%[activator]
O=C(NCCc1ccccc1Cl)[C@@H]1CCCN1C(=O)[C@H](Cc1cccnc1)NC(=O)N1CCOCC1 | -4%
COCc1ccc2c(c1)c(OC(C)(C)C(=O)NC1CC1)nn2Cc1ccccc1 | 21%[176 µM]

Following part.
SMILES	ALOX12 inh
COCCNC(=O)c1ccc(OC)cc1OC1CCN(Cc2cccc3cccnc23)CC1	44%[activator]
CCN(CC)CC[C@H]1CN(C(=O)c2ccc(OC)cc2)CC[C@H]1CC(=O)O	-18%[176 µM]
Cc1cc(C(=O)N[C@H](C)c2onc(-c3cccnc3)c2C(=O)O)no1	?
O=C(c1ccco1)N1CCC(C2CCN(Cc3cccnc3)CC2)C1 (centres undefined)	-8%
CC(=O)N1CC2(CCCN(C3COC3)C2)Cc2ccccc21 (centres undefined)	2%[12.5 µM]
CS(=O)(=O)N1CCC(CC(=O)N2CCCC2)C1 (centres undefined)	38%[activator]
COCCCNC(=O)C[C@H]1C[C@@]2(C(=O)OC)C(=C[C@H](C3CCCC3)O[C@@H]2C)N(Cc2ccccc2)C1=O	11%
CCOC(=O)C1=CCN(S(=O)(=O)c2ccc(Br)cc2)C1c1cccc(Cl)c1 (centres undefined)	-22%
COc1cccc(CC(=O)N2CCc3nnc([C@@H]4C[C@@H](O)CN4C(C)C)n3CC2)c1	20%
CCn1ccc(C(=O)N2CCC(Cc3ncc(C)n3CCOC)CC2)n1	9%
Cc1noc(C)c1C(=O)N1CCC2(CC1)c1[nH]c3ccccc3c1CCN2C	19%
COc1cccc(N2C(=O)NC(=NC3CCCC3)C23CCN(C(=O)c2ccc(C)cc2)C3)c1 (centres undefined)	5%[6.33 µM]
COc1ccc(CC2CN(C(=O)c3ccnc(N)c3)CCO2)cc1 (centres undefined)	17%
COc1cccc(NC(=O)Cn2c(-c3ccc(F)cc3)nc(C)cc2=O)c1	34%[activator]
COCCN1CCC2(CCC1=O)CN(CCC(=O)N1CCCC1)CCN2C (centres undefined)	1%
O=C(O)C[C@@H]1CCN(C(=O)c2ccnc(Cl)c2)C[C@@H]1CCN1CCN(c2ccc(F)cc2)CC1	45%[activator]
CS(=O)(=O)c1ccc(CN2C[C@H](O)C[C@H]2c2nc(-c3ccc4c(c3)OCO4)no2)cc1	-29%
CCc1ccc(C(=O)N2CCN(C3CCN(CCc4ccccc4)C3=O)CC2)cc1 (centres undefined)	9%
CC(C)C(=O)NCC12CCCC=C1NC(=O)CC2 (centres undefined)	24%
Cc1occc1C(=O)N1CCCC(O)(CNC(=O)N2CCOCC2)CC1 (centres undefined)	-4%
O=c1n(Cc2ccc(F)cc2)nc2n1CCCCC2	21%
CCC(=O)N1CCCN(CC)C2(CCOCC2)C1	32%
O=C1CCN(C(=O)Cn2ccnc2)CCCC(c2nc(-c3cccnc3)no2)CCN1 (centres undefined)	46%[activator]
COCCN1C(=O)COCc2cc(-c3cnn(C)c3)ccc21	-2%
Cc1ccccc1-n1cc(CNC(=O)C(c2cccc(F)c2)N(C)C)cn1 (centres undefined)	36%
CCOCC(=O)N1CCn2nc(Cc3ccccc3)cc2C1	-5%
COc1ccc(C(=O)N2CCC3(CC2)OCC(C(=O)NC2CC2)N3C(=O)c2ccc(OC)cc2)cc1 (centres undefined)	36%[activator]

Two of the compounds above, as labelled records.
Structure: COCCN1C(=O)COCc2cc(-c3cnn(C)c3)ccc21
- ALOX12 inh = -2%
Structure: Cc1ccccc1-n1cc(CNC(=O)C(c2cccc(F)c2)N(C)C)cn1 (centres undefined)
- ALOX12 inh = 36%

Screening results: PubChem, National Center for Advancing Translational Sciences (NCATS)
